Source: PubChem
SF-1 act: SF-1 (human) activation; Q13285; CHO-K1 Gal4-SF-1 LBD luciferase reporter; % increase over DMSO SF-1-specific signal; activation, % at 10 µM; 65,000 tested, 1.9% active; AID 522;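 active means activation above the mean activation of all tested compounds plus 3 SD, cut at about 50% in these data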
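Assay system: CHO-K1 cells co-transfected with Gal4 DBD–human SF-1 LBD, 5xGal4 luciferase reporter / Input: 4,000 cells per well / Incubation: 20 h compound exposure at 37 °C after 1 h cell settling / Detection: SteadyLite luciferase luminescence / Control set: DMSO negative control and −SF1 background wells / Replication: one test per compound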
5HT1a antag: antagonists of human 5-HT1a serotonin receptor | P08908 | CHO 5-HT1a Ga15 NFAT-bla reporter, antagonist mode | inhibition, % at 10 µM | 62,000 tested, 0.68% active | AID 612;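 active means inhibition above the mean of all tested compounds plus 3 SD, cut at about 43% in these data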;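 further: receptor stimulated by 5-CT agonist at 100 nM near EC80; beta-lactamase reporter measured by ratiometric fluorescence of a cleavable substrate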
Target sequence (P08908 whole entry, looked up): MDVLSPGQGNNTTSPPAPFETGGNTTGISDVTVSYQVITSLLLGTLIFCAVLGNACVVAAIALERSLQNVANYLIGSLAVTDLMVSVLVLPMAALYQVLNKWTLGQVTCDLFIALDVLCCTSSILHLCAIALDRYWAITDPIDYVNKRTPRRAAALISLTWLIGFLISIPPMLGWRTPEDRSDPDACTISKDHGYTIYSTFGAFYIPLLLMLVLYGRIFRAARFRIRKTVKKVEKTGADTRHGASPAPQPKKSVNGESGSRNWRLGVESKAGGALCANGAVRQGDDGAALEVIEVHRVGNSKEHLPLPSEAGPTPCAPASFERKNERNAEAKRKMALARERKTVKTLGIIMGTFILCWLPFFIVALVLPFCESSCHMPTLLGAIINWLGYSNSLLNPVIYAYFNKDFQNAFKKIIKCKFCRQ
NADH enzymes: blocks coupling enzymes of NAD/NADH assays | IC50, µM (top dose mostly 10 µM), without a hit: at the highest dose inhibition | AID 774 | 65,000 tested, 0.02% active | coupled PK/LDH NADH assays, four targets;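 active means single-dose screening hits from any of four coupled enzyme assays that gave an IC50 when retested across doses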;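 further: the DPM-DC format reads NADH fluorescence rather than 340 nm absorbance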
RORa activator: activators of human nuclear receptor RORA; CHO-K1 Gal4-RORA LBD luciferase reporter, luminescence; percent increase over mock-subtracted basal signal; AID 560; 65,000 tested, 1.5% active; activation, % at 10 µM;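 active means activation above the mean of all tested compounds plus 3 SD, cut at about 49% in these data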;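 further: 0% = DMSO-treated RORA cells and 100% = added signal equal to DMSO minus mock-transfected cells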
5HT1E antag: blocks the human 5-HT1E serotonin receptor; P28566; CHO 5-HT1E Ga15 NFAT-bla reporter, FRET, antagonist; inhibition, % at 6 µM; 65,000 tested, 0.99% active;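 active means inhibition above a set limit, the mean inhibition across every tested compound plus 3 SD, cut at about 29% in these data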;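 further: signal is the 460 over 535 nm emission ratio of beta-lactamase substrate; 0% = agonist plus DMSO wells and 100% = wells without agonist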
Target sequence (P28566 whole entry, looked up): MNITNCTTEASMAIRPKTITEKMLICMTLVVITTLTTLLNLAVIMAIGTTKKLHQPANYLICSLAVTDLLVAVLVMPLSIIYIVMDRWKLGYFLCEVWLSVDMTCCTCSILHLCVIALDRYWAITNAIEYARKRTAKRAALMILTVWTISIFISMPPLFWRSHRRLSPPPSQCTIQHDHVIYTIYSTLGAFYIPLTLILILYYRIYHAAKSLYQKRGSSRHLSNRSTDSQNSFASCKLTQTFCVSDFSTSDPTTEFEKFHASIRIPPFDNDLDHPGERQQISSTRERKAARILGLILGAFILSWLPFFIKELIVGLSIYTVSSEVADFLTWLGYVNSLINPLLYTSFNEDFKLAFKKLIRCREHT
5HT1E ag: 5-HT1E (human) receptor agonism | CHO 5-HT1E Ga15 NFAT-bla reporter, FRET; 0% DMSO wells, 100% control agonist wells | activation, % at 6 µM | 65,000 tested, 0.69% active;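 active means activation above a set limit, the screen-wide mean activation plus 3 SD, cut at about 8.5% in these data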;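 further: 100% = positive control agonist at 1 µM giving full maximal response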
tolC growth inh: growth inhibitors of E. coli BW25113 tolC mutant; OD615; growth inhibition, % at 10 µM (by protocol); 65,000 tested, 2.2% active; AID 573;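 active means growth inhibition at or above a cutoff equal to the mean over every tested compound plus 3 SD, cut at about 60% in these data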;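 further: growth measured after 20 h incubation at 37 °C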
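Test system: E. coli BW25113 ΔtolC::kan bacteria | Medium: Kanamycin-containing LB broth (50 µg/mL) | Dosing: One dose of 10 µM final | Times: 20 h incubation with compound, 37 °C | Detection: Optical density read at 615 nm | Read-out basis: Percent growth inhibition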
HTR1A agonist: 5-HT1a (human) receptor agonism. CHO 5-HT1a Ga15 NFAT-bla reporter, FRET ratio; 0% basal, 100% maximal reference agonist. activation, % at 10 µM. 65,000 tested, 0.56% active. P08908;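 active means activation above the screen-wide mean activation plus 3 SD, cut at about 19% in these data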;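 further: 0% = DMSO wells and 100% = 5-CT at EC100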
MMP13 inh: inhibitors of human MMP13; MMP-13 fTHP FRET cleavage, Mca fluorescence; AID 570; P45452; 65,000 tested, 0.07% active; inhibition, % at 4 µM;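 active means inhibition above the mean of compound-free control plate wells plus 3 SD, cut at about 14% in these data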;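 further: 0% = DMSO wells and 100% = wells with reference MMP-13 inhibitor after basal subtraction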
* = called active by the depositor; . = no result given; [ ] = dose if it differs, or a comment.

The opening 2 entries, ahead of the listing:
mol,SF-1 act,5HT1a antag,NADH enzymes,RORa activator,5HT1E antag,5HT1E ag,tolC growth inh,HTR1A agonist,MMP13 inh
CCCOc1ccccc1C(=O)N(Cc1cccs1)C1CCS(=O)(=O)C1 (centres undefined),20,-6,5%,2,-5,1.8,12,-2.1,2
Cc1cc(C)c(NC(=O)CSc2nnc(-c3ccncc3)n2Cc2ccco2)c(C)c1,-20,10,2%,6,0,0.6,.,0.2,5

Results, previewed entries included:
mol,SF-1 act,5HT1a antag,NADH enzymes,RORa activator,5HT1E antag,5HT1E ag,tolC growth inh,HTR1A agonist,MMP13 inh
CCCOc1ccccc1C(=O)N(Cc1cccs1)C1CCS(=O)(=O)C1 (centres undefined),20,-6,5%,2,-5,1.8,12,-2.1,2
Cc1cc(C)c(NC(=O)CSc2nnc(-c3ccncc3)n2Cc2ccco2)c(C)c1,-20,10,2%,6,0,0.6,.,0.2,5
CCc1ccc(OCC(=O)N(C)C2CCS(=O)(=O)C2)cc1 (centres undefined),5,-6,16%,-1,-4,1.0,-9,-1.6,3
COc1ccc(NC(=O)CCOc2ccccc2)c(OC)c1,8,12,7%,6,-12,-1.1,2,-5.4,4
O=C(CCCN1C(=O)c2ccccc2C1=O)N1CCC(c2ccccc2)C1 (centres undefined),-10,.,2%,-29,11,-0.7,5,1.7,2
O=C1CC(c2ccc(F)c(Br)c2)C2=C(CCCC2=O)N1 (centres undefined),-3,1,3%,-14,-2,-0.8,-12,-3.4,2
Cc1nn(C)c(C)c1S(=O)(=O)N1CCc2ccccc21,1,15,9%,-33,11,-0.1,-28,-2.4,-8
COc1ccccc1OCc1csc(NC(=O)c2ccco2)n1,67*,12,6%,21,2,-1.1,6,-3.5,-2
c1ccc(-c2nn3c(-c4ccccc4)nnc3s2)cc1,-21,-7,7%,-14,-11,-0.4,-8,-1.1,2
COc1cc2c(cc1OC)C(C(=O)NCC1COc3ccccc3O1)C(c1cccnc1)N(C)C2=O (centres undefined),15,-5,3%,-13,1,-0.8,4,-3.8,-2
CCOC(=O)Cn1c(CN(C)Cc2ccccc2)nc2c1c(=O)n(C)c(=O)n2C,-7,6,4%,15,5,0.0,-2,0.7,2
O=S(=O)(/N=C/c1ccccc1O)c1cccs1,3,-5,4%,-7,0,0.7,3,-3.0,6
Cc1ccc2cc(CCNS(=O)(=O)c3ccc(F)cc3)c(=O)[nH]c2c1,15,-21,6%,18,-1,0.3,-3,-0.8,-4
CC(C)CCn1nnnc1C(c1ccccc1)N1CCN(C)CC1 (centres undefined),-7,-3,4%,-16,-8,-0.4,-45,-0.2,0
CCOC(=O)N1CCN(c2ncnc3c2oc2nc(CC(C)C)c4c(c23)CCC4)CC1,-4,-2,3%,-18,-5,-0.5,-11,-3.6,-5
CC(=O)Nc1cccc(C(=O)N2CCN(Cc3ccccc3)CC2)c1,-1,10,5%,-8,9,-0.4,-3,1.2,0
O=C(O)C1(P(=O)(c2ccccc2)c2ccccc2)CCC1,-3,-20,6%,-7,-2,0.2,6,-1.9,-7
Cc1ccccc1Cn1nc(C)c(NC(=O)c2cc(-c3cccs3)on2)c1C,3,12,2%,20,13,-0.2,21,1.3,4
CCOc1ccc(C(C)=O)cc1Cn1nc(C(=O)O)c2ccccc2c1=O,-9,4,4%,0,26,1.0,8,0.0,-1
Cc1cc(C)cc(N2C(=O)CC(n3ccnc3)C2=O)c1 (centres undefined),-12,-5,4%,-10,-8,-0.1,-10,0.1,8
CCSc1ncnc2c1oc1ccccc12,-7,8,6%,28,0,-0.9,.,-1.9,1
Cn1c(CC(=O)Nc2ccccc2)nnc1SCCOc1ccccc1,15,6,5%,18,6,-1.3,-1,-0.6,2
CCOC(=O)Cn1c(CN2CCc3ccccc3C2)nc2c1c(=O)n(C)c(=O)n2C,-6,26,6%,7,-3,-0.6,-2,-3.4,-2
CCOc1ccccc1N1CCN(C(=O)Nc2cccc(Cl)c2)CC1,8,18,5%,1,10,0.3,29,-0.9,3
COc1cc(C(=O)N2CCN(c3cccc(C)c3C)CC2)cc(OC)c1OC,5,21,11%,-16,50*,0.5,24,-1.7,1
Cc1ccc(S(=O)(=O)N2C(=O)CCC2C(=O)Nc2ccc3c(c2)OCCO3)cc1 (centres undefined),16,-5,1%,13,7,-0.4,-42,1.5,4
Cc1ccc2cc(CN(Cc3ccc(F)cc3)Cc3nnnn3C3CCCC3)c(=O)[nH]c2c1,10,9,2%,-2,-8,-0.2,66*,1.8,0
CCn1cc(C(=O)NCCCOC(C)C)c2cc(OC)c(OC)cc2c1=O,-3,-7,4%,8,10,0.7,-16,0.0,0
C=CCSc1nnc(NC(=O)CSc2nc(CCC)cc(=O)[nH]2)s1,-14,8,4%,-9,-1,-0.7,17,3.3,2
Cc1ccccc1CS(=O)(=O)Cc1ccc(C(=O)N2CCOCC2)o1,7,-2,6%,11,-5,0.1,-12,-1.4,-8
Cc1cc(C(=O)COc2ccc(-c3nnco3)cc2)c(C)n1Cc1ccccc1,0,12,4%,15,3,0.0,40,-0.2,-1
O=C(NCc1ccccn1)C1CCCN(S(=O)(=O)c2ccccc2)C1 (centres undefined),10,3,5%,-4,2,0.5,-12,0.5,0
CCOC(=O)c1cnc(-n2nc(C)cc2C)nc1NC1CCCCC1,-87,48*,6%,-10,11,0.1,100*,-0.2,-5
Cc1cc(O)ccc1NC(=O)c1ccccc1,11,4,6%,8,1,0.1,-8,0.2,2
O=C(NCc1ccccc1)C1CCCN(S(=O)(=O)c2cccnc2)C1 (centres undefined),1,-4,2%,-16,-5,-0.5,-11,-1.1,4
CC(C)OC(=O)C1C2C=CC3(CN(CC4CCCO4)C(=O)C13)O2 (centres undefined),-7,2,1%,27,1,-0.8,-23,-0.8,4
COc1ccccc1N1CCN(C(=O)c2ccc(S(=O)(=O)N3CCCCCC3)cc2)CC1,0,10,5%,-13,6,-0.5,34,0.0,2
Cc1cc(=O)[nH]c(SCC(N)=O)c1C#N,-7,6,5%,2,-15,0.8,-8,-0.1,6
CCOC(=O)C1=C(C)NC(C)=C(C(=O)OCC)C1,-12,-9,5%,3,4,-0.5,4,0.2,-2
CCOCCn1c(SCc2ccc(C)cc2)nc2c1c(=O)[nH]c(=O)n2C,8,-16,5%,4,6,0.7,6,0.7,8
CCOC(=O)Cc1csc(NC(=O)c2c(-c3c(F)cccc3Cl)noc2C)n1,0,9,4%,-16,19,0.3,15,0.2,-10
COc1cc(OC)cc(C(=O)Nc2ccc3c(c2)COC3=O)c1,23,16,6%,28,11,-0.2,-7,-1.3,0
CSc1ccc(Cl)c(C(=O)OCC(=O)N2CCOCC2)c1,8,-4,8%,23,-3,-0.3,0,-2.9,1
O=C(CN1C(=O)C2CC=C(Cl)CC2C1=O)Nc1ccc(C(=O)O)cc1 (centres undefined),-8,-12,3%,6,-7,0.2,-9,1.9,3
O=C(NCCCN1CCC(Cc2ccccc2)CC1)C1CCC(=O)N1C1CCCC1 (centres undefined),-17,3,8%,5,-1,0.3,-6,-0.7,-3
COc1ccccc1OCCSc1nc2ccccc2c(=O)[nH]1,10,-5,1%,9,18,1.2,-6,-0.3,7
Cc1cc(=O)n2[nH]cnc2n1,-10,.,3%,-16,-3,-0.1,13,0.5,4
CCN1CCN(P2(=O)C=C(c3ccccc3)OC(c3ccccc3)=C2)CC1,19,1,4%,18,6,5.1,19,-0.1,7
CS(=O)(=O)N(CC(=O)Nc1cccnc1)c1ccc2c(c1)OCO2,-3,-4,2%,-5,0,0.2,7,-0.4,2
COC(=O)c1ccccc1NC(=O)c1ccccc1OC,8,32,3%,-9,-3,-0.4,28,-1.6,1

More records.
mol,SF-1 act,5HT1a antag,NADH enzymes,RORa activator,5HT1E antag,5HT1E ag,tolC growth inh,HTR1A agonist,MMP13 inh
Cc1ccc(-c2[nH]c(=O)n3ccncc23)s1,-6,-8,12%,8,2,-0.1,-7,-3.7,-4
CCOC(=O)C1C(=O)CC(C)(O)C(C(=O)OCC)C1c1cccc(OC)c1 (centres undefined),12,12,3%,0,1,0.6,-22,1.8,-1
O=S1(=O)CCC(SCc2nc3sccn3c2Br)C1 (centres undefined),8,0,4%,-21,2,-0.2,-5,-1.1,2
CCOc1ccc2[nH]c(=O)c(=O)[nH]c2c1,-7,0,12%,6,-2,-0.5,-5,-1.0,-2
O=C(CSc1nnc(COc2cccc3cccnc23)o1)c1ccc(F)cc1,-26,-6,7%,-34,12,0.7,-7,-0.3,-1
CN(Cc1ccccc1)S(=O)(=O)c1ccc(NS(C)(=O)=O)cc1,5,17,7%,8,12,-1.1,29,-1.4,1
O=C(NCc1cccnc1)C1CCCCN1S(=O)(=O)c1ccc(F)cc1 (centres undefined),1,-5,8%,-7,4,-0.8,-10,0.2,-2
CCCC(=O)Nc1ccccc1NC(=O)CN(C)S(=O)(=O)c1ccc(C)cc1,-9,8,6%,-5,3,1.6,3,-2.0,1
c1ccc(CSc2nnc(Cc3ccccn3)o2)cc1,48,-21,8%,36,-2,0.5,-7,-1.2,2
CSc1ccccc1N=CC1=C(O)CC(C)(C)CC1=O,28,74*,3%,19,72*,-1.5,0,-3.7,3
Oc1ccc(Cl)cc1/C=N/c1nc2ccccc2[nH]1,-8,7,5%,52*,4,0.4,-7,-5.3,-1
CC1=[N+]([O-])C(C)(C)C(C)N(O)C1=O (centres undefined),9,-4,7%,6,-6,0.5,-21,-4.6,-1
CCOC(=O)C1CCN(C(=O)c2ccc(SC)cc2OC)CC1,-19,-2,1%,-2,2,-1.1,-8,-1.9,2
C1=C(c2cccc3ccccc23)N2CCN=C2S1,8,-9,4%,-6,-7,3.2,1,0.3,4
COc1ccc(C2NC(=O)NC3=C2CCc2ccccc23)cc1 (centres undefined),41,21,11%[fluoresces],24,11,-0.3,14,1.3,-26
Cc1[nH]c(-c2ccco2)nc1C(=O)O,-9,5,6%,6,2,-0.4,-9,-0.7,-8
CCCc1nc2oc(C(=O)OCC)c(N)c2c2c1COC(C)(C)C2,-6,6,2%[fluoresces],-4,6,-0.3,8,0.3,-190[fluorescence artefact?]
C=CCSC1=C(C#N)C(c2ccccc2C)CC(=O)N1 (centres undefined),-29,3,2%,-17,-2,0.3,1,-4.1,0
CN1CCN(C(=O)C2CCN(S(=O)(=O)c3cnc[nH]3)CC2)CC1,10,0,8%,-24,-5,0.7,-20,-1.3,-4
O=C(CNC(=O)c1ccc(Br)o1)Nc1cccc(-c2cnc3ccccc3n2)c1,11,-20,7%,3,1,1.1,13,0.3,3
Cn1cc(/C=N/n2cnc3scc(-c4ccc(Cl)cc4)c3c2=O)c2ccccc21,-81,71*,9%,-48,83*,-0.6,0,-4.9,-2
O=C(O)COc1ccccc1O,-6,4,3%,-7,6,-0.8,-22,0.6,3
COc1ccccc1NC=C1C(=O)OC(C)(C)OC1=O,22,-5,0%,-1,-4,-0.4,3,-0.1,-5
